Screens (PubChem BioAssay)
STK33 inh – inhibitors of human STK33 kinase; Q9BYT3; purified STK33, MBP phosphorylation, ADP-Glo luminescence; inhibition, % at 10 µM; 0.073% of 320,000 active;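 active = inhibition at or above 25%, using the most active replicate where run in duplicate; inactive = inhibition below 25%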
Target sequence (Q9BYT3 whole entry, looked up): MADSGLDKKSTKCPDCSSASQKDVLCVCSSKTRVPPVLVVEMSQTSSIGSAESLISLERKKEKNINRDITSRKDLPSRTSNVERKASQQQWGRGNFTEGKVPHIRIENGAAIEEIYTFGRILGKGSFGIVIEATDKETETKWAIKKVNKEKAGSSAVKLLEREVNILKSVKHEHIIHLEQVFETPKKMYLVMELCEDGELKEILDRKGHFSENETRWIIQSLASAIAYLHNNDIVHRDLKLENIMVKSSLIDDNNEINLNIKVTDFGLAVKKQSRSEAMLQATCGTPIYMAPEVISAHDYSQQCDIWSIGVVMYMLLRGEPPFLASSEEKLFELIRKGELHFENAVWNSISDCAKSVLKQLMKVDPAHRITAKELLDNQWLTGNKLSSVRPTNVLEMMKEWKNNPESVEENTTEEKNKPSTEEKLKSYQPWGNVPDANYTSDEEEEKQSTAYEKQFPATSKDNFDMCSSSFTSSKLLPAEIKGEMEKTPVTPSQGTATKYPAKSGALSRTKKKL
Kir21 inh – inhibitors of mouse Kir2.1 inward-rectifier potassium channel. P35561. HEK293-Kir2.1, FluxOR thallium flux fluorescence; active compounds read low. B-score at 10 µM. 0.85% of 310,000 active. AID 1672;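 active = fluorescence ratio B-score at or below minus 3 SD of library scores, with starting-brightness B-score within 2 SD, cut at about -4.2 in these data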;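 also: channel flux triggered by added potassium and thallium sulfate stimulus; B-score of peak minus minimum fluorescence over baseline after thallium stimulus; more negative B-score means stronger Kir2.1 block with less thallium influx; some compounds called inactive have numbers as strong as hits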
Target sequence (P35561 whole entry, looked up): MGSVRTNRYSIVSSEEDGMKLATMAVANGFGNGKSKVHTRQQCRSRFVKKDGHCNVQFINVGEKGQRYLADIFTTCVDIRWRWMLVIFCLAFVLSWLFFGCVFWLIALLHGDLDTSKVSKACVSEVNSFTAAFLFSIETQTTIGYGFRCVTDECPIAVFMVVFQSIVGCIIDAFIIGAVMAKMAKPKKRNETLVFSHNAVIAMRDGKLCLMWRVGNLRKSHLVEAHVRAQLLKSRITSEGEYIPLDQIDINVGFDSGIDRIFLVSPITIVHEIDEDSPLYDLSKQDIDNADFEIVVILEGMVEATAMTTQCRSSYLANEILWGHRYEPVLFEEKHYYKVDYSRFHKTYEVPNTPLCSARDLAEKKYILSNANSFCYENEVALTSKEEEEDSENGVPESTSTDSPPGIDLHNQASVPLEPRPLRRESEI
The depositor's hits bear a star; x = not tested or not shown.

Results follow in this order: Kir21 inh, STK33 inh
> O=C(NCc1ccccc1)C1CCN(S(=O)(=O)c2ccc(N3CCCC3=O)cc2)CC1
    -1.78, -1.5
> CCc1nnc(NC(=O)CN2CCN(S(C)(=O)=O)CC2)s1
    -0.22, -1.1
> O=C1CNC(=O)/C1=C/c1ccc(O)cc1
    -0.89, 2.2
> Nc1nc(SCCO)[nH]c(=O)c1NC(=O)c1ccc(Br)o1
    2.25, 12.7
> O=C(CSc1nnc(NC(=O)c2ccccc2)s1)NCC1CCCO1 (stereo not given)
    -0.94, -1.7
> O=C1OC2CC3CC1CC(O)(C3)C2 (stereo not given)
    0.94, -3.6
> CCc1c(C)c(C#N)c2nc3ccccc3n2c1N(C)C
    x, 1.1
> COc1cccc(/C=C/C(=O)OCC(=O)NCc2ccc3c(c2)OCO3)c1
    x, -1.6
> CC(C)NC(=O)CSc1nnc(-c2ccncc2)n1-c1ccccc1
    0, -0.1
> Cc1ccc(C(=O)NCCN2C3=NC[C@H](C(C)C)N3C[C@H]2Cc2ccc(O)cc2)cc1Br
    -3.27, 1.3
> Cc1ccc2cc3c(N)c(C(=O)N4CC(=O)Nc5ccccc54)sc3nc2c1
    0.6, -0.3
> C[n+]1cccc(/C=N/NC(=O)CC23CC4CC(CC(C4)C2)C3)c1
    2.51, 1.6
> Cc1oc(-c2cc(F)cc(F)c2)nc1CN1CCSCC1
    0.87, -0.3
> O=C(CSC1CCCCC1)Nc1ccccc1Br
    -0.95, -0.6
> Cc1ccc(C2CC(=O)C(C=NCCN3CCN(C(=S)Nc4ccc(F)cc4)CC3)=C(O)C2)cc1 (stereo not given)
    1.88, -0.7
> Cc1ccc(S(=O)(=O)N2CC=C(C(=O)NCc3ccccc3)CC2)cc1
    0.66, -2.5
> CCN1CN(Cc2ccco2)CNC1=S
    -0.61, -1.1
> Cc1cccc(Oc2ccccc2NC(=O)c2cnccn2)c1
    1.08, -2.2
> Cc1ccc(NC(=O)c2cc(C)nn2-c2ccccc2)cc1
    -0.78, 0.2
> COc1ccccc1NC(=O)/C(C#N)=C/c1ccncc1
    -1.13, -2.4
> Cc1ccc(C)c(OCC(=O)NNC(=O)c2ccc(NC(=O)C3CC3)cc2)c1
    -2.58, -1.3
> C/C(CC(=O)Nc1ccc(Cl)cc1C(F)(F)F)=N\NC(=O)c1cccs1
    1.02, -0.4
> O=C1CN(c2ccccc2)C(=S)N1C(=O)c1ccc(Br)cc1
    -0.37, -2.0
> CSc1ccc(/C=N/n2c(COc3ccccc3)n[nH]c2=S)cc1
    -0.88, -0.6
> NS(=O)(=O)c1ccc2nc(NC(=O)CS(=O)(=O)c3ccc(F)cc3)sc2c1
    0.68, -0.1
> COc1cc2c(OC(C)=O)c3c(c(-c4ccc5c(c4)OCO5)c2cc1OC)C(=O)OC3
    -0.97, -0.7
> CO/N=C(\CS(=O)(=O)Cc1ccc(OC)cc1)c1ccc(Cl)cc1
    1.62, 0.9
> CC(C)CNC(=S)NNC(=O)c1nn(C)cc1Cl
    -0.64, 2.6
> CN1CCN(NC(=O)CSc2ccc(Cl)cc2Cl)CC1
    -0.25, -0.5
> Cc1cc(-c2ccc(C(C)C)c(S(=O)(=O)N3CCN(c4ccccn4)CC3)c2)on1
    1.68, -1.2
> COc1ccccc1N1CCN(C(=O)c2cc(C3CC3)on2)CC1
    -1.83, -2.6
> CC(C)(C)C(=O)OCc1nc(-c2ccc(Cl)cc2)cs1
    0.89, -0.5
> Cc1cc(Cl)ccc1OCC(=O)Nc1ccccc1NS(=O)(=O)c1cccs1
    -1.37, -1.0
> O=C(NCC1CCCO1)c1c(O)c2c([nH]c1=O)CCCC2 (stereo not given)
    -2.3, 0.6
> CCC/C=C1/CCCOC(C(=O)NCc2ccccn2)(C(F)(F)F)C1 (stereo not given)
    -0.21, 0.0
> COC(=O)c1c(C)oc(C)c1S(=O)(=O)Nc1ccc(C(C)C)cc1
    2.04, 0.4
> COc1cccc(-c2cc(C(=O)Nc3ccccc3SC)no2)c1
    -0.44, -3.0
> CC(C)c1ccccc1OCCNC(=S)NC(=O)c1cccnc1
    0.09, x
> Cc1ccc(C(=O)N2CCc3ccccc32)cc1NC(=O)c1ccco1
    0.09, -0.2
> C=CCn1c(SCC(=O)NCC2CCCO2)nc2scc(-c3ccccc3)c2c1=O (stereo not given)
    -1.23, -1.6
> COc1ccc(CC2(CO)CCN(Cc3ccc4nsnc4c3)CC2)cc1
    -0.03, -1.6
> CCOc1ccc(N=C2C(=O)Nc3ccc(C)c(Br)c32)cc1
    1.49, 0.5
> Cc1noc(C(=O)Nc2ccc(Cl)cc2)c1Cl
    0.43, -2.7
> COC(=O)c1cccc(NC(=O)CSc2nc(=O)cc(N)n2-c2ccccc2)c1
    1.1, -1.3
> O=C(CSc1nc2cc(Cl)ccc2s1)N1CCN(C(=O)c2ccco2)CC1
    1.06, -2.0
> CC(C)N1CCN(S(=O)(=O)c2ccc3ccccc3c2)CC1
    1.49, 0.1
> CCOc1ccc(NC(=O)c2ccc(N3CC4CC(C3)c3cccc(=O)n3C4)c(NC(=O)CCN3CCOCC3)c2)cc1 (stereo not given)
    -0.6, -3.1
> COc1cc2cnc(-c3ccccc3)cc2cc1OC
    x, 3.6
> C=CCOc1ccc(C(c2c(C)n(C)n(-c3ccccc3)c2=O)c2c(C)n(C)n(-c3ccccc3)c2=O)cc1
    1.37, -0.9
> Cc1ccc(C(c2nnnn2C2CCCC2)N2CCN(c3nc4ccccc4s3)CC2)cc1 (stereo not given)
    0.64, -0.4

The list goes on.
Results follow in this order: Kir21 inh, STK33 inh
> Cc1ccc(OCC(=O)NNC(=O)Cn2nnc(-c3ccccc3)n2)cc1
    -0.04, 0.1
> Cn1c(SCc2cccc(Br)c2)nc2ccccc2c1=O
    -1.03, -0.1
> O=C(CCC(=O)Nc1ccccc1Cl)NN=C1CCCC1
    1.28, -1.3
> O=C1C2C3C=CC(CC3)C2C(=O)N1c1ccc([N+](=O)[O-])cc1 (stereo not given)
    0.14, x
> O=C(Nc1nnc(SCc2ccccc2)s1)c1cccs1
    0, 0.2
> O=C(NNC(=O)c1ccccc1C(=O)O)c1cc2ccccc2o1
    1.03, -0.1
> Cc1ccc(CSCCNC(=O)c2ccc(C)cc2)cc1
    1.75, -2.7
> O=C(/C(=C/O)N=Nc1ccccc1)c1ccncc1
    -1.35, -0.9
> CNC(=O)c1csc(-c2ccc(C)cc2)n1
    1.45, 0.3
> CC(C)(C)NC(=O)COC(=O)c1ccccc1Nc1ccc(SC(F)F)cc1
    -1.75, -0.8
> CN1CC=C2C(C#N)=C(N)C(C#N)(C#N)C(c3cccc(Cl)c3Cl)C2C1 (stereo not given)
    -6.07, 6.3
> Cn1c(=O)c([N+](=O)[O-])c(NCCCn2ccnc2)c2ccccc21
    -0.8, -1.8
> C/C(=N/NC(=O)CNc1ccc(C)cc1)c1ccc(Cl)cc1
    0.18, -0.1
> CCCCCOC(=O)c1ccc(OC(=O)c2cncc(Br)c2)cc1
    -0.42, -1.6
> N#C/C(=C\Nc1ccc(Cl)cn1)S(=O)(=O)c1ccccn1
    -0.58, -0.1
> CC[C@]12c3[nH]c4ccccc4c3CCN1C(=O)C(CC(=O)NCCC1=CCCCC1)C[C@@H]2C(=O)N1CCN(C(=O)c2ccco2)CC1 (stereo not given in full)
    x, -1.6
> Cc1ccc(CNC(=O)CCS(=O)(=O)c2ccc(C)cc2)cc1
    -1.01, 1.2
> COc1ccc(C(=O)NNC(=O)C(=O)N2CCCCC2)cc1OC
    0.93, 3.0
> CCOc1ccc(S(=O)(=O)c2c(C(=O)c3ccc(C)cc3)cnc3cc4c(cc23)OCCO4)cc1
    -1.84, -2.0
> O=C(COC(=O)COc1ccc(Cl)cc1)NCCNC(=O)COC(=O)COc1ccc(Cl)cc1
    1.32, x
> Cc1ccc(S(=O)(=O)Nn2cnnc2)cc1
    -1.12, -1.5
> CC1CCCCC12NC(=O)N(CC(=O)N(C)Cc1nc3ccccc3c(=O)[nH]1)C2=O (stereo not given)
    x, -0.5
> Cc1nn(C)c(C)c1CNC(=O)c1cc2n(n1)C(C(F)(F)F)CC(c1cccs1)N2 (stereo not given)
    -1.23, -1.1
> Cc1ccc(CNC(=O)c2ccc(-n3cccc3)cc2)cc1
    -1.81, x
> Cc1c(C(=O)Nc2ccc3c(c2)OCCO3)sc2ncnc(N3CCCCC3C)c12 (stereo not given)
    0.73, 0.1
> Fc1ccc2[nH]c3c(NCCN4CCOCC4)ncnc3c2c1
    -0.77, 2.8
> Cc1ccccc1OCCOc1ccccc1C=C(C#N)C#N
    x, -2.1
> CN(C)S(=O)(=O)c1ccc(Cl)c(NC(=O)COC(=O)c2ccc(O)cc2)c1
    -0.06, -0.1
> C#CCOc1nc(Nc2cccc([N+](=O)[O-])c2)nc(OCC#C)n1
    -1.42, 1.2
> Cc1cc(N2C(=O)C3CC=CC(C)C3C2=O)no1 (stereo not given)
    -0.99, 0.0
> CCOc1cc(/C=C(\C#N)C(=O)Nc2cccc(C(=O)O)c2)ccc1OCc1ccccc1Cl
    1.87, -1.6
> CCOc1ccc(/C=N/NC(=O)CNC(=O)c2ccc(S(=O)(=O)N3CCOCC3)cc2)cc1
    -0.54, -1.4
> CCOc1ccc2nc(NC(=O)C(NS(=O)(=O)c3cccc4nsnc34)C(C)C)sc2c1 (stereo not given)
    0.52, 1.5
> Cc1nn(CC#N)c(=O)n1-c1ccccc1
    -0.27, -2.4
> COc1cccc(-n2cnc3scc(-c4cccs4)c3c2=O)c1
    -2.21, -1.1
> COc1ccc(CCN2C(=O)c3[nH]nc(-c4ccccc4O)c3C2c2ccc(C)cc2)cc1OC (stereo not given)
    -0.32, -1.0
> CCCC[C@@H]1CN=C(N)N1CC(C)(C)C
    1.04, -0.6
> CCCS(=O)(=O)c1nc(S(=O)(=O)c2ccc(C)cc2)c(NCc2ccco2)s1
    -2.95, -0.4
> CCCCN(C)C1=CC2=CC(=C(C#N)C#N)CCC2CC1 (stereo not given)
    -13.6, -0.2
> Cc1ccc(C)c(NC(=S)NNC(=O)c2ccc(Br)o2)c1
    2.82, -1.0

Quoted at random: 5 entries already listed
Results follow in this order: Kir21 inh, STK33 inh
> CCOc1ccc2nc(NC(=O)C(NS(=O)(=O)c3cccc4nsnc34)C(C)C)sc2c1 (stereo not given)
    0.52, 1.5
> CCOc1cc(/C=C(\C#N)C(=O)Nc2cccc(C(=O)O)c2)ccc1OCc1ccccc1Cl
    1.87, -1.6
> COc1cccc(-n2cnc3scc(-c4cccs4)c3c2=O)c1
    -2.21, -1.1
> Cc1ccc(C)c(NC(=S)NNC(=O)c2ccc(Br)o2)c1
    2.82, -1.0
> CCCCN(C)C1=CC2=CC(=C(C#N)C#N)CCC2CC1 (stereo not given)
    -13.6, -0.2

The listing continues:
Results follow in this order: Kir21 inh, STK33 inh
> CC(=O)c1c(C)nc(-c2ccccc2)nc1N
    0.62, -0.3
> CCN(CC)C(=O)CSC1=C(C#N)C(c2cccs2)C=C(C)N1 (stereo not given)
    0.52, -1.3
> CC(=O)OC(C(=O)NC1CCCCC1)c1ccc(Cl)c(Cl)c1 (stereo not given)
    -0.24, -1.2
> Cc1cc(C)c(S(=O)(=O)Nc2cccnc2)c(C)c1
    0.6, 0.0
> Cn1c2c(c(=O)n(C)c1=O)C(CC(=O)Nc1ccc(F)cc1)C(=O)N2 (stereo not given)
    1.93, -2.3
> CSc1ccc(S(=O)(=O)N2CCC(C(=O)NCc3ccccn3)CC2)cc1
    -0.12, 0.8
> CC(=O)c1cccc(NC(=O)C(OC(=O)/C=C/c2ccc3c(c2)OCO3)c2ccccc2)c1 (stereo not given)
    0.03, -0.7
> Cc1c(Cl)cccc1NC(=O)Nc1cccnc1
    -1.61, 0.2
> CC(=O)Nc1ccc(NC(=O)CSc2nncn2C)cc1
    -2.17, -3.1
> N#Cc1ccccc1S(=O)(=O)N1CCN(C(=O)C2CCCCC2)CC1
    x, -0.3
> CC(=O)c1cc2c(cc1N)OCO2
    -0.78, 0.5
> COc1nc(-c2ccccc2)ccc1-c1noc(COc2ccccc2)n1
    0.16, -1.4
> N#CCCN1CCC(NC(=O)OCc2ccccc2)CCC1=O (stereo not given)
    -0.9, 0.6
> Cc1ccc(SCC(=O)c2ccc[nH]2)cc1
    1.44, 0.6
> COc1ccc(C(=O)N[C@H](C(=O)NC2CCCCC2)C(C)C)cc1
    x, -1.5
> Cc1cccc(NC(=O)NCc2ccc3[nH]c(C)cc3c2)c1
    0.34, -0.3
> COc1ccc(NC(=S)Nc2ccc(S(N)(=O)=O)cc2)c(C)c1
    -0.02, -2.0
> COc1ccc(-c2cc(C(F)F)n3ncc(C(=O)Nc4cccc(S(=O)(=O)N5CCOCC5)c4)c3n2)cc1
    -1.17, 1.9
> Cc1onc(-c2ccccc2Cl)c1C(=O)OCn1nnc2ccccc2c1=O
    -0.51, 0.8
> CC(=O)N1C(=O)NC2=C(C(=O)CCC2)C1c1cccc([N+](=O)[O-])c1 (stereo not given)
    0.68, 1.3
> CCOc1ccc(CNc2ccc(CNc3ncn[nH]3)cc2)cc1
    0.24, -1.4
> CN(C)c1ccc(-c2c(-c3ccc4c(c3)OCO4)noc2-c2ccsc2)cn1
    -1.44, -0.2
> COc1ccc(NC(=O)CN(c2ccc(C)cc2)S(=O)(=O)c2c(C)nn(C)c2C)cc1OC
    0.2, 0.7
> COc1ccc(CN2CCN(c3cc(C)nc4c5c(C)cc(C)nc5nn34)CC2)cc1F
    1.75, -2.3
> Cc1nn(CC(=O)O)c(=O)c2ccccc12
    -0.78, -0.6
> COc1ccc(C(=O)Nc2ccc3ccccc3n2)cc1OC
    0.2, x
> COc1ccc(CNC(=O)Cn2nc(C(F)(F)F)cc2C)cc1
    0.09, 0.1
> COc1cc(/C(O)=C(\C#N)c2nc3ccccc3[nH]2)cc(OC)c1OC
    -1.17, -0.7
> O=C(COC(=O)c1nc(Cl)ccc1Cl)NNC(=O)c1ccccc1
    2.23, -2.3
> Cc1cc(OCC(=O)Nc2ccncc2)cc(C)c1Cl
    0.24, -1.3
